Assay outcomes: PubChem, several laboratories
PAD4 FP inh = PAD4 (human) enzyme inhibition | Q9UM07 | recombinant PAD4, RCA probe fluorescence polarization | inhibition, % at 6.36 µM | 330,000 compounds, 0.41% hits | AID 485272;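 active = percent inhibition above a cutoff equal to the mean of all tested compounds plus 3 SD, cut at about 15% in these data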;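 note: 0% = PAD4 with RCA probe and DMSO and 100% = probe without PAD4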
GLD-1 RNA inh = GLD-1-TGE RNA interaction inhibition (C. elegans); Q17339; purified GLD-1 + fluorescein TGE RNA, fluorescence polarization; inhibition, % at 5.96 µM; 320,000 compounds, 0.44% hits; AID 2280;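 active = percent inhibition above a per-plate cutoff, the plate mean of test compounds plus 3 SD, cut at about 30% in these data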;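 note: 0% = DMSO wells with GLD-1 and probe and 100% = wells lacking GLD-1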
MEX-5 binding = C. elegans MEX-5 TCR-2 RNA binding activity; Q9XUB2; MEX-5/FITC-TCR2 RNA binding, fluorescence polarization; hits give low values; activity score (negative = inhibition of binding), % at 10 µM; 300,000 compounds, 0.38% hits; AID 1832;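 active = inhibition past about -25% in most replicates, and total fluorescence under double the plate's negative control median, limit read from the data; inconclusive = replicates evenly split on the limit, or fluorescence at least double controls; inactive = too little inhibition in most replicates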;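 note: 0% = DMSO and -100% = 5 µM competing unlabeled TCR2 RNA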
Target sequence (Q9XUB2 whole entry, looked up): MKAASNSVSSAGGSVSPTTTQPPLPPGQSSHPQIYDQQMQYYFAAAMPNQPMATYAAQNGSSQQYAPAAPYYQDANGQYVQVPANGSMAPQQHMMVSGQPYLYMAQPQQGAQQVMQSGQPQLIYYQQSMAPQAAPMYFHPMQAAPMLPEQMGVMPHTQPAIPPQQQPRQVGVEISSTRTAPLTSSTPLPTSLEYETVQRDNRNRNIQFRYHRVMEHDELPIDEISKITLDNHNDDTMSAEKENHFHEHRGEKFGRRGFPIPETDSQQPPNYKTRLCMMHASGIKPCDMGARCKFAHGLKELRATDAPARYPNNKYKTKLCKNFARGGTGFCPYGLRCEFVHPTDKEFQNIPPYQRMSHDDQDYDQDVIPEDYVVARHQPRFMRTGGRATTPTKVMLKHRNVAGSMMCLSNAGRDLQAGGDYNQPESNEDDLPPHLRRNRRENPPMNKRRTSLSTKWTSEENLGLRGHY
TPT1 inh = blocks Candida albicans tRNA 2'-phosphotransferase; recombinant caTPT1, FP RNA substrate dephosphorylation; inhibition, % at 5 µM; 300,000 compounds, 0.81% hits;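 active = inhibition above the mean of all tested compounds plus 3 SD, set per screening campaign, cut at about 24% in these data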;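 note: plate controls were DMSO alone for no effect and ferristatin control at 100 nM for full effect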
GSTO1 counter = counter-screen for RBBP9 inhibitors: inhibitors of human GSTO1; AID 1974; 300,000 compounds, 1.1% hits; inhibition, % at 5.96 µM; recombinant GSTO1, activity-based probe fluorescence polarization;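 active = inhibition above the campaign mean inhibition plus 3 SD, cut at about 35% in these data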;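 note: 0% = GSTO1-1 with DMSO and 100% = wells lacking GSTO1-1 enzyme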
PME-1 inh = blocks human protein phosphatase methylesterase 1; inhibition, % at 5.9 µM; recombinant PME-1, FP-Rh probe fluorescence polarization; 320,000 compounds, 0.53% hits; Q9Y570; AID 2130;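 active = inhibition above the campaign mean of all compounds plus 3 SD, cut at about 26% in these data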;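 note: competitive labeling of PME-1 active site by serine hydrolase directed probe; 0% = PME-1 with DMSO and 100% = wells lacking PME-1 enzyme; inhibitors block probe labeling so polarization falls and inhibition rises; many of its hits are not listed in these tables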
Fam108B inh = counter-screen for RBBP9 inhibitors: inhibitors of mouse Fam108B. recombinant Fam108B, FP-Rh probe fluorescence polarization. inhibition, % at 9.51 µM. 300,000 compounds, 0.33% hits. AID 1947;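 active = inhibition above the screen mean inhibition plus 3 SD, computed separately per campaign, cut at about 18% in these data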;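 note: inhibitors lower polarization as less probe binds the enzyme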
Bcl-xL primary = inhibitors of human Bcl-xL | GST-Bcl-xL / FITC-Bim BH3 peptide fluorescence polarization | AID 2129 | inhibition, % at 10.9 µM | 320,000 compounds, 0.7% hits;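 active = inhibition above the mean of all tested compounds plus 3 SD, cutoff set per campaign, cut at about 30% in these data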;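 note: 0% = DMSO wells and 100% = unlabeled Bim-BH3 peptide competitor; inhibitors lower millipolarization by displacing the labeled peptide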
Target sequence (Q07817 whole entry, looked up): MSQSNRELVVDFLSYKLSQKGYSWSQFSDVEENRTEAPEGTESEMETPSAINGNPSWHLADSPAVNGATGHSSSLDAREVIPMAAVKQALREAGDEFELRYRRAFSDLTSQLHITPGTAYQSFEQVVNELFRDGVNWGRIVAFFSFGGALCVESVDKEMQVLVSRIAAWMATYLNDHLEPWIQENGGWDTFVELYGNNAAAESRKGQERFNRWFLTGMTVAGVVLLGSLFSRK
MCL1 BIM primary = inhibitors of human MCL1 binding to BIM-BH3 peptide. Q07820. GST-MCL1 / FITC-Bim-BH3 fluorescence polarization. inhibition, % at 10.9 µM. 320,000 compounds, 0.68% hits;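 active = inhibition above the mean inhibition of all tested compounds plus 3 SD, set per campaign, cut at about 40% in these data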;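 note: 0% = DMSO wells and 100% = unlabeled Bim-BH3 peptide control; higher means more loss of mP so more displacement of Bim peptide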
Active calls of the source: *; ? = inconclusive; / = no result given. This is a subset, so the mix of outcomes need not match the whole.

1: CCCCc1ccc(NC(=O)CSC2=NN3CCCC(=O)N=C3S2)cc1
2: CC(C)(C)c1ccc(S(=O)(=O)NCc2ccc(C(=O)N3CCOCC3)cc2)cc1
3: Cc1c(C(=O)N2CCN(Cc3ccccc3)CC2)oc2c1C(=O)CCC2
4: COc1cc(OC)cc(C(=O)NC(=S)NNC(=O)[C@H]2C[C@@H]2c2ccccc2)c1
5: NS(=O)(=O)c1ccc(N=Nc2c(-c3ccccc3)[nH]n(-c3nc(-c4ccccc4)cs3)c2=O)cc1
6: Cc1cccc(C)c1NC(=O)Cn1c(CN2CCCCC2)nc2ccccc2c1=O
7: Cc1ccc(N/N=C2\CC(=O)c3ccccc32)cc1Cl
8: CC(=O)c1ccc(COC(=O)c2ccccc2NC(=O)C(C)C)cc1
Compound	1	2	3	4	5	6	7	8
Bcl-xL primary	-0.4	2.2	-2.2	4.2	1.8	1.0	5.0	7.0
MCL1 BIM primary	2.6	1.1	-5.1	8.0	0.1	0.1	-4.0	3.8
GLD-1 RNA inh	-7.8	3.1	-1.9	-2.6	-2.1	-5.7	-0.6	-2.7
Fam108B inh	-0.9	-3.8	-1.0	5.6	33.2*	20.8*	13.4	-1.5
PAD4 FP inh	-2.9	2.0	-2.0	8.7	4.3	0.9	0.4	-1.0
GSTO1 counter	-2.0	-1.4	1.3	-13.9	22.4	10.0	48.2*	1.5
MEX-5 binding	?	-1.2	0.2	0.7	1.8	-0.9	-5.9	-1.4
TPT1 inh	-2.4	-2.8	5.4	-4.3	0.0	2.5	9.8	-1.7
PME-1 inh	2.6	-0.9	-1.4	-4.9	13.4	-7.2	5.7	-2.4

Part of the list above, reduced to Bcl-xL primary and MCL1 BIM primary.
nr | structure | Bcl-xL primary | MCL1 BIM primary
3 | Cc1c(C(=O)N2CCN(Cc3ccccc3)CC2)oc2c1C(=O)CCC2 | -2.2 | -5.1
4 | COc1cc(OC)cc(C(=O)NC(=S)NNC(=O)[C@H]2C[C@@H]2c2ccccc2)c1 | 4.2 | 8.0

Single records, from the list above. Screens in order: Bcl-xL primary	MCL1 BIM primary	GLD-1 RNA inh	Fam108B inh	PAD4 FP inh	GSTO1 counter	MEX-5 binding	TPT1 inh	PME-1 inh
Cc1c(C(=O)N2CCN(Cc3ccccc3)CC2)oc2c1C(=O)CCC2 as listed: -2.2	-5.1	-1.9	-1.0	-2.0	1.3	0.2	5.4	-1.4
Cc1ccc(N/N=C2\CC(=O)c3ccccc32)cc1Cl as listed: 5.0	-4.0	-0.6	13.4	0.4	48.2*	-5.9	9.8	5.7

The main list resumes, starting 2 compounds before the break.
7: Cc1ccc(N/N=C2\CC(=O)c3ccccc32)cc1Cl
8: CC(=O)c1ccc(COC(=O)c2ccccc2NC(=O)C(C)C)cc1
9: COc1ccc(NC(=O)CC2SC(=O)NC2=O)cc1 (configuration not stated)
10: CC1(C)Cc2c(cnn2-c2cccc(F)c2)C(NC(=O)C2CCOCC2)C1 (configuration not stated)
11: Cc1cc(Cl)c(C(=O)Nc2cccc(C(F)(F)F)c2)c(C)n1
12: CCOc1ccc(N(CC(=O)NC2CCCC2)S(=O)(=O)c2c(C)[nH]c(=O)[nH]c2=O)cc1
13: O=C1C=C(c2ccc(CO)cc2)C[C@@H](c2ccc3c(c2)OCO3)C1
14: Cc1ccc2c(c1)N(C(=O)CCC(=O)NC1CCC(C)CC1)CCO2 (configuration not stated)
15: Cc1ccc(/C=C/C(=O)Oc2ccc(C#N)cc2)o1
16: Cc1[nH]c2ccccc2c(=O)c1CN1CCCCCC1
Compound	7	8	9	10	11	12	13	14	15	16
Bcl-xL primary	5.0	7.0	15.5	4.8	3.9	2.0	-1.6	9.9	0.6	-0.4
MCL1 BIM primary	-4.0	3.8	23.4	6.8	9.4	3.3	-1.1	5.2	-2.5	0.8
GLD-1 RNA inh	-0.6	-2.7	0.2	2.5	-4.2	4.8	6.8	-0.3	-4.5	1.2
Fam108B inh	13.4	-1.5	-0.6	-1.4	1.3	1.0	/	1.4	-2.2	5.5
PAD4 FP inh	0.4	-1.0	6.7	-0.4	-1.4	1.5	-5.7	4.2	2.0	-4.2
GSTO1 counter	48.2*	1.5	2.2	-1.7	3.2	5.1	/	10.4	3.1	5.5
MEX-5 binding	-5.9	-1.4	0.5	0.8	-2.1	0.7	/	2.3	-1.1	1.3
TPT1 inh	9.8	-1.7	4.9	-3.8	-2.3	-0.6	/	-0.9	0.8	-1.6
PME-1 inh	5.7	-2.4	-8.5	4.0	4.7	-5.1	5.3	-8.2	-2.3	-1.6

17: CCc1ccccc1NC(=O)CSc1nnc(-c2ccncc2)o1
18: CC1(C)NC(=O)N(CCOc2ccc3c(c2)CCC3)C1=O
19: COc1ccc(N2CCOCC2)c(NC(=O)c2cc3ccccc3o2)c1
20: Cc1cc2oc(=O)cc(CN3CCOCC3)c2cc1Cl
21: COc1ccc(CNS(=O)(=O)c2cc(CN3C(=O)c4cccnc4C3=O)ccc2OC)cc1
22: O=c1c2c3c(sc2nc2n1CCCC2)CCC3
23: COc1ccc(-c2cc(C(N)=O)nc(N3CCCCCC3)n2)cc1
24: O=C(NCCc1ccccc1)c1cccs1
Compound	17	18	19	20	21	22	23	24
Bcl-xL primary	-1.1	4.4	0.7	5.2	2.6	3.7	-0.1	0.9
MCL1 BIM primary	-5.3	6.2	-2.6	3.5	-4.0	0.4	-5.2	-9.3
GLD-1 RNA inh	-3.8	-0.9	-2.5	3.7	-9.2	1.9	-11.6	5.4
Fam108B inh	2.1	-1.0	2.1	2.6	-2.8	4.0	-0.6	-2.5
PAD4 FP inh	-4.8	-0.1	0.6	1.7	-3.2	-0.7	-0.7	0.7
GSTO1 counter	1.7	6.9	0.9	1.5	0.9	1.3	0.3	-3.2
MEX-5 binding	3.1	-4.8	0.2	-1.3	-3.3	2.5	-2.3	1.0
TPT1 inh	0.1	-2.4	-3.1	-3.4	-5.2	-0.6	0.3	-1.5
PME-1 inh	-2.9	1.3	10.3	0.1	1.9	4.3	-0.6	-2.9

25: CCC(C)C(NC(=O)C1CCC(C)CC1)C(=O)NCCCN1CCCCC1CC (configuration not stated)
26: CCN(CC)CCCNC(=O)Cc1c(C(=O)O)n(C)c2ccccc12
27: Cc1cccc(NC(=O)NC(=S)NC(=O)c2ccccc2)c1
28: CCc1ccc(/C=C2\Oc3ccc(C(=O)OC)cc3C2=O)cc1
29: CCN(CC)C(=S)NC(=O)c1ccc(F)cc1
Compound	25	26	27	28	29
Bcl-xL primary	2.1	4.5	10.8	2.1	4.1
MCL1 BIM primary	4.9	2.0	6.4	4.1	8.6
GLD-1 RNA inh	-3.9	-10.2	7.7	2.2	-5.8
Fam108B inh	7.9	-4.0	1.6	0.1	-4.5
PAD4 FP inh	1.9	0.6	3.0	1.1	1.5
GSTO1 counter	-4.1	2.2	-5.1	-1.9	6.3
MEX-5 binding	0.4	-0.3	-1.6	0.6	-0.1
TPT1 inh	-2.5	-1.1	0.9	-1.2	5.7
PME-1 inh	4.8	-8.1	-1.4	-13.3	2.5
